TDP1 cell noCPT – qHTS for Inhibitors of human tyrosyl-DNA phosphodiesterase 1 (TDP1): qHTS in cells in absence of CPT. DT40 Tdp1-/- hTDP1 cells, no CPT, ATP luminescence, 48 h. Potency, µM (top dose mostly 46.2 µM), for inactives: at the highest dose activity change, negative = growth inhibition, most hits filed as inhibitors. 420,000 compounds, 15% hits; active = well fitted inhibition curve with a large enough effect; inconclusive = small, poorly fitted or top-dose-only effect; note: nearly all actives have a fitted effect of over 55% in size
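Seeded 400 DT40-hTDP1 cells/well (vehicle DMSO, no 20 nM CPT); pinned compounds; ≥48 hr at 37 °C; CellTiter-Glo luminescence as viability measure.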
* marks the source's active call; other numbers are inactive results; ? = inconclusive; & = joins results of further samples. % is set by controls: 0 for no effect and ±100 for the full control effect; potency is the fitted concentration of half-maximal effect.

SMILES	TDP1 cell noCPT
CCOC(=O)[C@]12CCC=C1N(Cc1ccc3c(c1)OCO3)C(=O)[C@H](CC(=O)NCc1cccs1)C2	?
CN(C)c1ccc(-c2ccnc3c2CC(C)(C(=O)NCCC(F)(F)F)O3)cc1 (centres undefined)	5.8µM*
Cc1cnc(-n2ncc(C(=O)NCCc3cccnc3)c2C)nc1-c1ccc(F)cc1	?
COc1ccc(CCN(C)C2CCCN(S(=O)(=O)N(C)C)C2)cc1OC (centres undefined)	-14.1%
Cc1cc2nccnc2cc1C	-3.5%
CC(=O)C1(O)C(C)CC2C3CC=C4CC(O)CCC4(C)C3CCC21C (centres undefined)	-13.5%
CCc1cccc(NC(=O)COC(=O)CSc2ccc(C)cc2)c1	-28.7%
CCCCC(Sc1ccc2nnc(-c3ccccn3)n2n1)C(=O)O (centres undefined)	-1.1%
COC(=O)[C@@]1(Sc2ccc(C)cc2)CC(=O)N(C(=O)C2CC2)[C@@H]1c1ccccc1	?
CC1=C(C(=O)N(C)C)CC(CC(=O)NC(c2ccccc2)c2ccccc2)C(=O)N1CCCN1CCCC1=O (centres undefined)	-19.9%

2 entries from above in another layout:
| SMILES | TDP1 cell noCPT |
| --- | --- |
| CN(C)c1ccc(-c2ccnc3c2CC(C)(C(=O)NCCC(F)(F)F)O3)cc1 (centres undefined) | 5.8µM* |
| CCCCC(Sc1ccc2nnc(-c3ccccn3)n2n1)C(=O)O (centres undefined) | -1.1% |

New compounds follow
SMILES	TDP1 cell noCPT
CC12C=CC(=O)C=C1C(F)CC1C3CCC(O)(C(=O)CO)C3(C)CC(O)C12F (centres undefined)	?
Cc1cccc(CN2CCC(n3nccc3NC(=O)CCCc3ccccc3)CC2)c1	20.6µM*
COc1ccc(S(=O)(=O)N2CCN(Cc3cc4c(cc3Br)OCCO4)CC2)cc1	?
CCCC(=O)N1CCOCC1c1cc(C(=O)Nc2ccccc2)no1 (centres undefined)	-25.8%
COc1ccc(CN2CCC(C(=O)NC(C)c3cccc4ccccc34)CC2)cc1 (centres undefined)	?
CN1C[C@@H](CO)O[C@@H](n2cnc3c(N4CCN(CCO)CC4)ncnc32)C1	-5.1%
COc1ccc(CCCNC(=O)C2(C)Cc3c(-c4ccc5c(c4)OCO5)ccnc3O2)cc1 (centres undefined)	5.8µM*
COc1cccc(C(=O)NN2CCOCC2)c1	-9.8%
Cc1ccc(OCCNC(=O)[C@H]2O[C@@H](n3ccc(N)nc3=O)[C@H](O)[C@@H]2O)cc1C	7.0%
Cc1ccccc1OCCC(=O)Nc1cc(S(=O)(=O)N2CCCCC2)ccc1N1CCN(C)CC1	?

Arranged by SMILES length (falling): some entries from above
SMILES	TDP1 cell noCPT
CN1C[C@@H](CO)O[C@@H](n2cnc3c(N4CCN(CCO)CC4)ncnc32)C1	-5.1%
COc1ccc(S(=O)(=O)N2CCN(Cc3cc4c(cc3Br)OCCO4)CC2)cc1	?
COc1ccc(CN2CCC(C(=O)NC(C)c3cccc4ccccc34)CC2)cc1 (centres undefined)	?
Cc1cccc(CN2CCC(n3nccc3NC(=O)CCCc3ccccc3)CC2)c1	20.6µM*
CCCC(=O)N1CCOCC1c1cc(C(=O)Nc2ccccc2)no1 (centres undefined)	-25.8%
COc1cccc(C(=O)NN2CCOCC2)c1	-9.8%

Next results follow.
SMILES	TDP1 cell noCPT
COc1ccccc1C=C1SC(=S)NC1=O	?
CCOc1ccc(CCN2C(=S)N([C@@H](CC(C)C)CN3CCCC3CN3C(=S)NC[C@@H]3Cc3ccc(O)cc3)C[C@@H]2Cc2ccccc2)cc1 (some centres undefined)	?
C(=NOCc1ccccc1)c1cccnc1	-26.0%
COCCNC(=O)C1(C)CCN(C(=O)c2ccc(OC)c(F)c2)C1 (centres undefined)	-3.6%
CCCNC(=O)C1(CC2CC(c3ccccc3)=NO2)CCN(C(=O)OC(C)(C)C)CC1 (centres undefined)	?
Cc1ccccc1-c1cc2nc(NCc3ccccc3F)n(C)c(=O)c2s1	6.51µM*
COc1cc(NCCCNC(C)C)c2nccc(C)c2c1	?
Cc1cccc(C)c1NC(=O)C1(C)CSCC(=O)N1Cc1cccc(C(F)(F)F)c1 (centres undefined)	25.9µM*
COc1cccc(-c2ccc3c(c2)N(Cc2ccccc2OC)C(=O)C(C)S3)c1 (centres undefined)	?
CCOC(=O)[C@@H]1[C@H]2COc3ccccc3[C@@H]2N2C(=O)N(c3ccc(OC)cc3)C(=O)[C@]12C	-29.8%
CN1OC[C@@H]2CN(C(=O)C(C)(C)C)[C@H](c3ccc(-n4ccnc4)cc3)C[C@@H]21	0.4%
CC(=O)NC(C)(c1ccccc1)c1nc(-c2cncnc2)cs1 (centres undefined)	-5.2%
O=C(c1ccc2c(c1)OCO2)N1CCOc2ccc(CN3CCC(Oc4cccnc4)CC3)cc2C1	-15.2%
COc1ccc(-c2csc(C(O)c3ccc(F)c(F)c3)n2)cn1 (centres undefined)	-23.7%
CCOC(=O)C(=O)Nc1ccc(S(=O)(=O)Nc2nccc(C)n2)cc1	1.6%
Cc1ccccc1CC(=O)Nc1ccc2c(c1)c(=O)n(C)n2-c1ccccc1F	-22.7%
O=C(NC(c1ccc(Cl)cc1)c1cnccn1)C1CCN(Cc2ccccc2)CC1 (centres undefined)	?
C[C@H](CO)N1C[C@H](C)[C@H](CN(C)C(=O)Nc2cccc(F)c2)Oc2cc(C#CC3(O)CCCC3)ccc2S1(=O)=O	4.2%
COc1cccc(CN2CCC2(C)C(=O)Nc2ccc3c(c2)CCN3C(C)=O)c1F (centres undefined)	?
Cc1ccc(-c2ccc(CN3C(C)C(=O)N(Cc4cn(Cc5ccco5)nn4)CCS3(=O)=O)cc2)cc1 (centres undefined)	?

Part of the list above in another layout.
mol: O=C(NC(c1ccc(Cl)cc1)c1cnccn1)C1CCN(Cc2ccccc2)CC1 (centres undefined)
  TDP1 cell noCPT: ?
mol: C[C@H](CO)N1C[C@H](C)[C@H](CN(C)C(=O)Nc2cccc(F)c2)Oc2cc(C#CC3(O)CCCC3)ccc2S1(=O)=O
  TDP1 cell noCPT: 4.2%
mol: COc1cccc(CN2CCC2(C)C(=O)Nc2ccc3c(c2)CCN3C(C)=O)c1F (centres undefined)
  TDP1 cell noCPT: ?

Next results follow.
SMILES	TDP1 cell noCPT
CCCc1cc(C(=O)OCC(=O)NCCc2ccccc2)sc1C	-17.2%
CCC(C(=O)NC(C)(C)C)N(Cc1ccc(OC)cc1)C(=O)c1snc(C(N)=O)c1N (centres undefined)	?
COC(=O)c1sc(NC(=O)OCc2ccccc2)nc1CCNC(=O)OC(C)(C)C	?
CC(C)C#Cc1cnc2c(c1)C(=O)N([C@@H](C)CO)C[C@@H](C)[C@H](CN(C)Cc1cccc(F)c1)O2	?
OCC[C@@H]1C[C@H](O)[C@@H](O)[C@]2(OCCc3cc(Cl)ccc32)O1	0.8%
CCN1CCN(c2ccc(S(=O)(=O)N3CCOCC3)cc2NC(=O)CC(NC(C)=O)c2ccccc2)CC1 (centres undefined)	14.7%
Nc1ncnc2c1ncn2[C@@H]1O[C@H](C(=O)NCc2ccc(OC(F)(F)F)cc2)[C@@H](O)[C@H]1O	-3.7%
CCCCN(CCCC)CCCNC(=O)C1CC(c2cc(C(F)(F)F)cc(C(F)(F)F)c2)=NO1 (centres undefined)	4.7%
CCC(C(=O)NC(C)(C)C)n1c(C(c2ccccc2)c2ccccc2)nc2ccccc21 (centres undefined)	?
CCNC(=O)C1(C)CCCN(C(=O)c2cc(-c3cccs3)oc2C)C1 (centres undefined)	?
Cc1ccc(Cl)cc1-c1cc(C(=O)NCc2ccco2)[nH]n1	-18.9%
Cc1nnc(NCC=Cc2ccccc2)s1	-4.8%
Cc1ccccc1C(C)(O)c1cnc(C)n1Cc1ccccc1 (centres undefined)	11.6µM*
CCN(CC)Cc1cc(Oc2ccc(O)c(CN(CC)CC)c2)ccc1O	23.1µM*
Cc1ncc2c(c1CNC(=O)CN1CCCC1)CCN(C(=O)c1ccc(F)cc1F)C2	-16.2%
CC(=O)NCCNC(=O)C1Cc2c(-c3cccc(NC(C)=O)c3)ccnc2O1 (centres undefined)	0.5%
O=C(O)c1ccc(C=NNC(=O)c2cccc3ccccc23)cc1	?
O=C1C=C(OCCCl)CC(c2cccc(Cl)c2)O1 (centres undefined)	-24.8%
CS(=O)(=O)N1c2ccccc2[C@]2([C@@]34C[C@H]5C(=O)N[C@@H](Cc6ccccc6)C(=O)N5[C@@H]3N(S(C)(=O)=O)c3ccccc34)C[C@H]3C(=O)N[C@@H](Cc4ccccc4)C(=O)N3[C@H]12	-0.4%
COC(=O)/C=C1/SC(=NC(=O)c2ccc(Cl)cc2)NC1=O	-22.9%
COc1ccc(S(=O)(=O)N2CCC(C(=O)NCCC(=O)NCc3cccnc3)CC2)cc1	?
COc1ccc(-c2ccc3oc(-c4ccc(OC)cc4)c(-c4ccc(OC)cc4)c3c2)cc1	?
CCOc1ccccc1NC(=O)CCNC(=O)N1CC(=O)Nc2ccccc21	-9.3%
CCOC(=O)C1CCCN(C(=O)c2cccs2)CC1 (centres undefined)	-5.2%
CC[C@]1(O)CC2CN(CCc3c([nH]c4ccccc34)[C@@](C(=O)OC)(c3cc4c(cc3OC)N(C)[C@H]3[C@@](O)(C(N)=O)[C@H](O)[C@]5(CC)C=CCN6CC[C@]43[C@@H]65)C2)C1 (some centres undefined)	0.335µM*
O=C1N[C@@H](Cc2cn(S(=O)(=O)c3ccccc3)c3ccccc23)C(=O)N[C@H]1Cc1ccccc1	-13.3%
COc1ccc(OC)c(NC(=O)c2cc(-c3ccc(F)cc3OC(C)C)n[nH]2)c1	20.6µM*
CCc1oc(-c2ccc(OC)cc2)c(C(=O)OCCCCCO)c1C(C)OCCO (centres undefined)	16.4µM*
O=C(Nc1ccccc1C(=O)Nc1nccs1)c1ccccc1	?
CCOC(=O)[C@]12CCCC=C1N(Cc1ccccc1)C(=O)[C@H](CC(=O)NCc1cccc3ccccc13)C2	-29.8%
O=C(NCCN1CCC(n2c(=O)[nH]c3ccccc32)CC1)c1cccs1	2.8%
c1ccc(OCCNc2nc(NCC3CC3)nc3cc(-c4ccccc4)sc23)cc1	5.8µM*
CC(=O)O[C@@H](Cc1ccc(O)cc1)C(=O)CC(C)C	-24.9%
Cc1cc(C)nc(SCC(=O)N2CCc3ccccc32)n1	-4.1%
Cc1cccc(C)c1NC(=O)C1(C)CCC(=O)N1C1CCN(Cc2ccccc2)CC1 (centres undefined)	22.3%
CC(=O)C[C@H]1c2cc(C(F)(F)F)ccc2S(=O)(=O)N1c1ccccc1	-23.7%&-30.0%
CC(C)C[C@@H](CN1CCC[C@H]1CN1C(=O)C(=O)NC[C@@H]1Cc1ccc(O)cc1)N1C[C@H](Cc2ccc(O)cc2)N(CC2CCCCCC2)C(=O)C1=O	?
Cc1ccc2c(CN(Cc3ccccc3)Cc3ccccc3)cc(=O)oc2c1	?
CCOC(=O)[C@]12CCC=C1N(Cc1ccco1)C(=O)[C@H](CC(=O)N1CCOCC1)C2	-0.2%
O=C(NNC(=O)c1cccc2ccccc12)c1cccc(F)c1	-12.0%
Cc1ccsc1C(=O)N1CCC1(C)C(=O)NCc1cccc2ccccc12 (centres undefined)	?
COc1ccc(Cl)c(-c2cc(C(=O)Nc3ccc(C)c(NS(C)(=O)=O)c3)[nH]n2)c1	?
CN(C)C(=O)c1cccc(-c2cnc3c(NC=O)cc(-c4cccc(C(F)(F)F)c4)cn23)c1	8.2µM*
O=C(/C=C/c1ccccc1[N+](=O)[O-])OCC(=O)N1CCN(c2ccccc2)CC1	?
C=CCOC(=O)Nc1nc(CCNC(=O)OCc2ccccc2)c(C(=O)O)s1	1.4%
O=c1[nH]c(NCCO)c(N=Cc2ccccc2)c(=O)[nH]1	?
COc1ccc(S(=O)(=O)N2CCCOC2CNC(=O)C(=O)NCCO)cc1 (centres undefined)	1.6%
O=C(C[C@H]1CC[C@@H]2[C@H](COC[C@H](O)CN2Cc2cccc(F)c2)O1)NCc1cccc(F)c1	?
Cc1ccc(S(=O)(=O)N(C)c2ccc(OC(=O)CN3C(=O)NC(C)(c4ccccc4)C3=O)cc2)cc1C (centres undefined)	-4.5%
O=C(Cn1ccc(=O)[nH]c1=O)Nc1nccs1	-7.1%

The results go on.
SMILES	TDP1 cell noCPT
COc1cccc(Cc2nc3cccnc3n2C2CCN(Cc3ccc(C)s3)CC2)c1	-0.8%
O=C(O)C(CCc1ccccc1)N1CCOCC1 (centres undefined)	?
Cc1c(C(=O)NCCN2CCOCC2)sc2nc(-c3ccc(F)cc3)cn12	?
COc1cc(=O)n2c(c1C(=O)NC(C)c1ccco1)CCN(Cc1ccc3nsnc3c1)CC2 (centres undefined)	4.9%
COC(=O)[C@]12CCCCC=C1N(Cc1ccco1)C(=O)[C@H](CC(=O)NCCCCc1ccccc1)C2	16.4µM*
Cc1cnc(-n2ncc(C(=O)N(C)CCc3ccccn3)c2-c2cccs2)nc1-c1ccc(F)cc1	11.6µM*
Cc1cc(NC(=O)CSCC(=O)OCC(=O)c2ccc(Br)cc2)no1	-3.8%
O=C1OC2C(O)COC23OC(O)CCC13O (centres undefined)	19.0%
O=C(NC(=S)NCc1ccccc1)c1ccc(Br)cc1	?
CCCCN(C(=O)c1ccc(N(C)S(=O)(=O)c2ccc(C)cc2)cc1)c1c(N)n(CC(C)C)c(=O)[nH]c1=O	-2.8%
O=C(NCc1cccs1)C1Cc2c(-c3ccc(Cl)cc3)ccnc2O1 (centres undefined)	1.84µM*
O=C(Nc1ccc2c(c1)OCCO2)C(C1CC1)N1CCN(c2ccc(F)cc2)CC1 (centres undefined)	?
O=C(C[C@H]1CC[C@@H]2[C@H](COC[C@@H](O)CN2Cc2ccc(Cl)cc2)O1)NCCc1ccccc1	?
COc1ccc(-c2ccc3c(c2)C2CC3CCN2C(=O)OCc2ccccc2)cc1 (centres undefined)	?
Cc1cc(NC(=O)c2ccc3sc([C@@H]4O[C@H](CO)[C@H](O)[C@H](O)[C@H]4O)nc3c2)n(C)n1	3.2%
CC(C)(C)c1cc(CCC(=O)Nc2ccncc2)cc(C(C)(C)C)c1O	-21.8%

A portion of the library; the hit share may differ from the screen's.
